# Assay outcomes as filed in PubChem BioAssay.
# ROMK mod: modulators of human ROMK potassium channel | P48048 | Tet-inducible ROMK, thallium flux fluorescence; actives lie on both sides | B-score at 10 µM | hit rate 2% among 130,000 | AID 1918;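 active means signal ratio slope over the read window, or its plate-corrected B-score, at least 3 SD from the plate mean, either direction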;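 further: B-score of the F/F0 ratio slope over 7 to 12 s after thallium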
# Target sequence (P48048 whole entry, looked up): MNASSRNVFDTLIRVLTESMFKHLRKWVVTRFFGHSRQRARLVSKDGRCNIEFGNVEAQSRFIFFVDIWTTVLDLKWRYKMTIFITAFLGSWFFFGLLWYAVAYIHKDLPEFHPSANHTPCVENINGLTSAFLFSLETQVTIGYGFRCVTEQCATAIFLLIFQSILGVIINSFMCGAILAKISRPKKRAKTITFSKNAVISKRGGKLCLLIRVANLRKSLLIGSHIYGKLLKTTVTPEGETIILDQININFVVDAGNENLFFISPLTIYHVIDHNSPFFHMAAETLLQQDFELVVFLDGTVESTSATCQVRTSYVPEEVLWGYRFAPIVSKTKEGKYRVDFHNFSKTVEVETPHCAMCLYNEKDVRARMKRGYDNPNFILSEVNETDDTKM
# Numbers without * were called inactive.
SMILES,ROMK mod
CN=C(N)NC(=O)Nc1c(C)cccc1C,-1.64

# These rows are one share of the data; the hit share may differ from the screen's.
